All columns: NCI-60 one-dose screen, growth in % after 48 h at 10 µM unless noted; 100 = growth as untreated, 0 = no growth, -100 = all killed.
NCI-H322M: NCI-H322M lung cancer | 80,000 tested, 2.7% active
NCI-H460: NCI-H460 lung cancer; 82,000 tested, 6.8% active; AID 1794736
COLO 205: COLO 205 colon cancer. 79,000 tested, 7.3% active. AID 1794742
HCT-116: HCT-116 colon cancer; 82,000 tested, 7.3% active; AID 1794798
HCT-15: HCT-15 colon cancer; 82,000 tested, 5.2% active; AID 1794746
NCI-H23: NCI-H23 lung cancer. 80,000 tested, 4% active
NCI-H522: NCI-H522 lung cancer. 78,000 tested, 8% active
NCI/ADR-RES: NCI/ADR-RES ovarian cells | 81,000 tested, 4.4% active | AID 1794790
NCI-H226: NCI-H226 lung cancer; 79,000 tested, 3.5% active; AID 1794732
An asterisk follows results filed as active; / = not tested or not shown; & = joins results of further samples; [ ] = dose if it differs, or a comment. The calls were made as follows: active = growth percent below 10; inactive = the rest. Hits appear at their usual frequency, and some 12% of all compounds hit somewhere here.

The line under a structure holds: NCI-H23	NCI-H226	HCT-15	NCI-H460	NCI/ADR-RES	HCT-116	NCI-H522	NCI-H322M	COLO 205
- Cc1ccc(S(=O)(=O)Nc2nc(-c3ccc(Cl)cc3)c(C#N)c(N3CCCCC3)n2)cc1
 : 116	108	97	99	109	103	107	101	116
- Cc1ccc(C2=Nc3c(N)ncnc3NC(c3ccc4c(c3)OCO4)C2)cc1 (stereo unspecified)
 : 74	85	35	42	18	47	47	102	37
- CNS(=O)(=O)Oc1ccc(-c2ccc3sccc3c2)cc1
 : 101	89	96	104	106	113	82	/	109
- CCOC(=O)CSc1nc2sc(C(N)=O)c(C)c2c(=O)n1Cc1ccccc1
 : 93	102	93	106	/	100	93	94	97
- O=C1CCC2c3[nH]c4ccccc4c3CCN12 (stereo unspecified)
 : 100	111	109	113	106	116	101	108	115
- Cc1ccc(S(=O)(=O)NC(CCC(N)=O)C(=O)O)cc1 (stereo unspecified)
 : 98	101	99	106	101	100	90	112	99
- COc1cc(/C(C)=N/NC(=O)c2ccncc2)ccc1O
 : 102&109	107&99	100&101	120&109	107&107	100&105	95&105	90&113	110&100
- O=c1ssc(=Nc2ccc(Cl)cc2)n1-c1ccc(Cl)cc1
 : 71	85	58	70	70	74	63	84	96
- NC(=O)c1ccc(S(N)(=O)=O)cc1
 : 85	105	98	109	95	101	65	83	96
- CCn1cc(C(=O)N[C@H]2C(O)[C@@H](O)C(CO)O[C@H]2O)c(=O)c2cc(F)c(N3CCN(C(C)=O)CC3)cc21 (stereo partly specified)
 : 103	105	108	109	110	112	96	107	110
- Cc1cc2c(c(C)c1Cl)C(=O)/C(=C/c1ccc([N+](=O)[O-])cc1)O2
 : 86	/	99	91	105	57	80	102	114
- COc1ccc(Nc2nc3ccc(NC(C)=O)cc3[nH]c2=O)cc1
 : 104	95	97	104	113	114	89	100	121
- COc1ccc2nc(C)cc(Sc3nc4ccccc4s3)c2c1
 : 29	40	29	35	29	25	-21*	60	34
- Cc1cccc2nc3c(n12)C(=O)C(=O)c1ccccc1-3
 : 40	80	41	37	50	39	44	90	98
- CC(C)c1ccc(C(=O)Nc2nc3ccc(O)cc3s2)cc1
 : 51	67	7.8*	4.0*	26	40	40	62	33
- CC(=O)Nc1cc(Cl)ccc1O
 : 96	96	91	112	98	104	94	101	102
- O=C(CCN1C(=O)/C(=C/c2ccccc2)SC1=S)Nc1ncc(Cc2ccc(Cl)cc2)s1
 : 97	/	100	102	101	104	92	104	120
- O=C(Nc1ncc(Cc2ccc(Cl)cc2)s1)c1ccc2c(c1)OCCO2
 : 37	24	9.0*	8.0*	11	9.6*	2.5*	47	-14*
- O=C(O)COc1ccc(F)cc1Cl
 : 102	103	105	102	109	94	106	105	107
- COc1cc2c(cc1OC)C(=O)/C(=C/c1cc(-c3ccc4c(c3)OCO4)n[nH]1)C2
 : 22	47	-40*	-82*	-15*	-61*	-64*	-5.7*	7.6*
- Nc1ncnc(Nc2ccc(S(N)(=O)=O)cc2)n1
 : 129	107	118	107	137	108	100	111	127
- [O-]c1on[n+]2c1Cc1ccccc1C2
 : 98	102	109	103	108	105	102	102	118
- c1ccc(OCCC[P+](c2ccccc2)(c2ccccc2)c2ccccc2)cc1
 : 1.7*	47	85	13	93	6.2*	-7.4*	20	-36*
- CCCCCCn1c(=O)c2c(nc(NCCc3ccc(O)c(O)c3)n2C)n(C)c1=O
 : 94	96	67	/	83	70	29	99	/
- O=C1N(Cc2ccc(Cl)cc2)c2ccccc2C12NCCc1cccc(O)c12 (stereo unspecified)
 : 95	92	98	101	102	91	94	89	109
- COc1cc(C2CC(c3cc(OC)c(OC)c(OC)c3)=Nc3c(N)nc(N)nc3N2)ccc1Oc1nc(Nc2ccc(F)cc2)nc(N(C)C)n1 (stereo unspecified)
 : 90	106	5.0*	43	66	23	57	94	74
- Cc1ccccc1[C@H]1C(C(=O)c2ccc(Cl)cc2)C2(N[C@@H]1c1ccccc1)C(=O)Nc1ccccc12 (stereo partly specified)
 : -52*	-55*	-14*	-45*	-68*	-84*	-48*	17	-74*
- CC[C@H](C)C(=O)O[C@H]1CCC=C2C=C[C@H](C)C(CCC3C[C@@H](O)CC(=O)O3)[C@H]21 (stereo partly specified)
 : 64	77	56	93	21	46	23	45	89
- CCOC(=O)c1c(C)c2c(n1C)CSc1cc(C#N)c(=O)[nH]c1-2
 : 88[100 µM]	97[100 µM]	96[100 µM]	85[100 µM]	70[100 µM]	77[100 µM]	77[100 µM]	96[100 µM]	92[100 µM]
- COC(=O)c1ccc(Nc2ccnc(-c3cncc4ccccc34)n2)cc1
 : 95	/	76	98	87	102	83	93	/

Gathered by group: the compounds so far with a Cl atom
The line under a structure holds: NCI-H23	NCI-H226	HCT-15	NCI-H460	NCI/ADR-RES	HCT-116	NCI-H522	NCI-H322M	COLO 205
- Cc1ccc(S(=O)(=O)Nc2nc(-c3ccc(Cl)cc3)c(C#N)c(N3CCCCC3)n2)cc1
 : 116	108	97	99	109	103	107	101	116
- O=c1ssc(=Nc2ccc(Cl)cc2)n1-c1ccc(Cl)cc1
 : 71	85	58	70	70	74	63	84	96
- Cc1cc2c(c(C)c1Cl)C(=O)/C(=C/c1ccc([N+](=O)[O-])cc1)O2
 : 86	/	99	91	105	57	80	102	114
- CC(=O)Nc1cc(Cl)ccc1O
 : 96	96	91	112	98	104	94	101	102
- O=C(CCN1C(=O)/C(=C/c2ccccc2)SC1=S)Nc1ncc(Cc2ccc(Cl)cc2)s1
 : 97	/	100	102	101	104	92	104	120
- O=C(Nc1ncc(Cc2ccc(Cl)cc2)s1)c1ccc2c(c1)OCCO2
 : 37	24	9.0*	8.0*	11	9.6*	2.5*	47	-14*
- O=C(O)COc1ccc(F)cc1Cl
 : 102	103	105	102	109	94	106	105	107
- O=C1N(Cc2ccc(Cl)cc2)c2ccccc2C12NCCc1cccc(O)c12 (stereo unspecified)
 : 95	92	98	101	102	91	94	89	109
- Cc1ccccc1[C@H]1C(C(=O)c2ccc(Cl)cc2)C2(N[C@@H]1c1ccccc1)C(=O)Nc1ccccc12 (stereo partly specified)
 : -52*	-55*	-14*	-45*	-68*	-84*	-48*	17	-74*

(list continues)
The line under a structure holds: NCI-H23	NCI-H226	HCT-15	NCI-H460	NCI/ADR-RES	HCT-116	NCI-H522	NCI-H322M	COLO 205
- Cc1ccc2c(c1)C(=O)C(=O)N2
 : 91	94	94	109	98	89	/	99	124
- Clc1ccc(SCN(c2ccccc2)c2ccccc2)cc1
 : 99	117	94	99	110	88	79	93	106
- COc1ccc2c(c1)OS(=O)(=O)NC2c1nnc(-c2ccccc2)o1 (stereo unspecified)
 : 93	/	105	104	101	84	91	102	/
- COc1cc(-c2c(-c3ccccc3)c[nH]c2C(N)=O)c(OC)c2c1OCO2
 : 103	102	105	103	106	97	99	97	127
- N#CC1=C(Oc2ccc(Cl)cc2)NC2c3ccccc3Sc3ccccc3N2C1=N (stereo unspecified)
 : 93	92	71	96	90	81	77	103	97
- Oc1c(Cl)cc(CNc2ccccc2)cc1Cl
 : 102	102	103	107	108	92	97	111	107
- CC(C)(C(N)=O)N1CCN(c2cccc(Cl)c2)CC1
 : 96	101	119	117	100	96	134	117	115
- C=CCOc1ccccc1/C=C1\SC(=S)N(C2CC(=O)N(c3ccc(Cl)cc3)C2=O)C1=O (stereo unspecified)
 : 90	94	86	100	91	84	76	95	115
- Cn1c(C2=C(c3c(O)c4ccccc4c(=O)n3C)C(=O)c3ccccc3C2=O)c(O)c2ccccc2c1=O
 : 90	96	95	109	98	112	97	89	105
- COc1ccc(-c2nc(SCC(C)C)nc(Nc3ccc([N+](=O)[O-])cc3)c2C#N)cc1
 : 98	85	101	57	101	60	92	87	/
- O=C(Nc1ccc2[nH]c(=S)sc2c1)Nc1ccccc1F
 : 90	101	92	103	100	97	90	94	144
- COc1cc2ccccc2cc1N=C=O
 : 88	81	92	102	99	97	80	105	108
- C(=C\c1cn(-c2ccccc2)nc1-c1ccccc1)/c1nnc(-c2c[nH]c3ccccc23)o1
 : 51	57	69	14	52	25	61	80	32
- Cc1oc(-c2ccc(Cl)cc2)cc1C(=O)Nc1ccccc1
 : 98	97	93	101	108	96	87	105	115
- Nc1cc(=O)[nH]c(=S)n1-c1ccccc1
 : 94	110	95	112	102	103	99	98	120
- OC(COc1cccc2ccccc12)CN1CCCC1 (stereo unspecified)
 : 93	99	114	106	96	101	95	100	92
- NC(=O)CNC(=O)OCc1ccccc1
 : 112	101	89	101	121	111	95	129	112
- Cn1cc(C2=C(c3coc4ccc(F)cc34)C(=O)N(O)C2=O)c2cc(Br)ccc21
 : 82	60	78	63	86	82	54	81	95
- CC(=O)N1N=C(c2ccc(Cl)cc2)CC1c1sc(N(C)Cc2ccccc2)nc1Cl (stereo unspecified)
 : 79	98	85	99	90	80	70	93	98
- CN(C)N=Nc1ccccc1Cl
 : 95	96	98	104	98	105	28	94	107
- O=C(Nc1cccc(NC(=O)c2ccc(CCl)cc2)c1)c1ccc(CCl)cc1
 : 92	124	74	69	91	94	70	93	92
- COC(=O)[C@H]1CCCN1C(=O)[C@@H]1CCCN1C(=O)[C@@H](Cc1c[nH]c2ccccc12)NC(=S)Nc1cc(C(F)(F)F)cc(C(F)(F)F)c1
 : 77	/	73	59	96	57	97	55	58
- COc1cc(C(=O)NCC(=O)O)cc(OC)c1OC
 : 97	102	102	107	103	91	98	104	109
- COc1cc(C=O)cc(C=O)c1O
 : 93&106	104&95	93&105	109&118	98&93	99&94	68&92	99&117	121&109
- COc1ccc(Nc2nc(C)c(/C(C)=N\NC(=S)NC3CCCCC3)s2)cc1
 : 83	92	69	74	73	68	77	81	90
- Nc1nc2c(c3ncccc13)C(c1cccc(Br)c1)Cc1ncccc1-2 (stereo unspecified)
 : 40	72	18	11	11	11	-12*	42	-36*
- CCOc1cccc(-c2cnnn2-c2nonc2N)c1
 : 99	/	102	99	103	97	87	109	105
- O=C(/C=C/c1coc(-c2ccc(Cl)cc2)n1)c1ccc(F)cc1
 : 93	81	98	99	100	98	80	104	94
- FC(F)(F)c1nnc2n1N=C(c1ccccc1)C2
 : 95	94	106	101	111	99	94	108	107
- CC1=C(C)C[C@]2(Cc3ccc(C)cc3C2=O)S(=O)C1 (stereo partly specified)
 : 85	83	97	83	100	75	74	92	81
- COc1ccc(S(=O)(=O)N(C)c2oc(-c3ccc(Cl)cc3)nc2C#N)cc1
 : 80	95	44	96	59	72	83	98	98
- Cn1c(NCCc2ccc(O)c(O)c2)nc2c1c(=O)n(Cc1ccc(Cl)cc1)c(=O)n2C
 : 79	85	41	97	89	71	-11*	77	/
- O=C1c2cccnc2C(=O)c2c1c(C(=O)OCCCN1CCOCC1)c1ccccn21
 : -32*	-6.4*	-42*	-60*	-14*	-50*	-75*	-52*	-76*
- COc1cc(OC)cc(C(=O)C[n+]2ccc(/C=C/c3ccncc3)cc2)c1
 : 98	98	99	102	99	92	93	94	105
- Clc1ncnc2nc[nH]c12
 : 94	96	96	103	103	102	71	104	101
- COc1ccc2oc(=O)cc(Cn3cc(Cn4c(C)cc(=O)n(Cc5cn(Cc6cc(=O)oc7ccc(OC)cc67)nn5)c4=O)nn3)c2c1
 : 91	/	105	108	101	106	95	98	113
- O=C1CSC(c2ccccc2Cl)N1Cc1ccc2c(c1)OCO2 (stereo unspecified)
 : 105	108	101	111	98	104	94	94	114
- CCS(=O)(=O)OCCCl
 : 22	98	93	107	-5.4*	107	14	103	102
- O=S(=O)(O)c1cc(I)c(O)c(I)c1
 : 92	101	104	113	93	95	84	101	122
- CC(=O)[C@@]1(O)CC[C@H]2[C@@H]3CC[C@@]4(C)C[C@@H](O)CC[C@]4(C)[C@H]3C(=O)C[C@@H]21
 : 98	90	104	100	98	99	79	96	/
- CC(CO)NC(Cc1ccccc1)c1ccccc1 (stereo unspecified)
 : 97	103	100	107	95	95	94	86	101
- CS(=O)(=O)c1nccc(-c2c(-c3ccc(F)c(OCCc4ccc(F)cc4)c3)nc3sccn23)n1
 : 11	78	-0.7*	-56*	81	48	-74*	-89*	87
- COc1ccc(/C=C/C(=O)Oc2ccc(/C=C/c3cc(OC(=O)/C=C/c4ccc(OC)c(OC)c4)cc(OC(=O)/C=C/c4ccc(OC)c(OC)c4)c3)cc2)cc1OC
 : 96	89	96	101	94	88	61	93	95
- N#CSc1c[nH]c2cccc(/C=C/C(=O)/C=C(O)/C=C/c3cccc4[nH]cc(SC#N)c34)c12
 : -37*	-73*	-79*	-23*	40	-92*	-68*	-47*	-78*
- O=C(O)c1ccc(NC(=S)NC(=O)c2ccccc2)cc1
 : 82	67	93	87	96	96	81	87	117
- N#C/C(=C\c1cn(-c2ccccc2)nc1-c1ccccc1)c1nc2ccccc2c(=O)[nH]1
 : 101	102	53	62	98	67	104	99	102
- COCCOc1ccc(-c2nc3ccc(-c4nc5ccc(N6CCN(C)CC6)cc5[nH]4)cc3[nH]2)cc1
 : -4.2*	-8.0*	86	36	100	-58*	-42*	17	-11*
- c1csc(-c2c3ccc(=[N+]4CCCCC4)cc-3oc3cc(N4CCCCC4)ccc23)c1
 : -71*	-82*	-70*	-57*	-39*	-97*	-70*	-78*	-62*
- CN1C(=O)N(C)C2Nn3c(s/c(=C4\C(=O)Nc5ccccc54)c3=O)=NC21 (stereo unspecified)
 : 91	78	101	102	98	86	98	92	101
- Cc1cc(O)c2c(c1)C(CC(=O)O)N(Cc1ccc(C(=O)O)cc1)C1=C2C(=O)c2cccc(O[C@H]3C[C@H](O)[C@@H](O)C(C)O3)c2C1=O (stereo partly specified)
 : 97	112	104	110	95	93	85	90	105
- Fc1cc(-c2nnc3sc(COc4ccc(Cl)cc4)nn23)c(Cl)cc1Cl
 : 92	105	102	105	113	97	87	96	111
- NNC(=O)COc1ccc(-c2nc3cc(Cl)c(Cl)cc3[nH]2)cc1
 : 95	113	106	112	109	116	101	93	117
- Cc1ccc(Cl)c(Nc2ccccc2C(=O)O)c1Cl
 : 111&101&104	100&90&111	104&96&108	99&101&109	106&97&102	95&97&99	77&92&94	117&96&96	108&110&111
